# Bioassay records as filed in PubChem BioAssay.
# PKA-R2B activ = activators of PKA-R2B holoenzyme, primary screen, biochemical, fluorescence polarization, Cy5-IP20, human. activation, % at 11.4 µM. cAMP-dependent protein kinase catalytic subunit beta (Homo sapiens) + cAMP-dependent …. 340,000 tested, 0.079% active. PKA-R2B holoenzyme dissociation; R2B truncated from residue 108, S112A mutant; 0% DMSO only, 100% 113 µM cGMP;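 active = activation above a cutoff set at the mean over all compounds plus 3 SD, cut at about 18% in these data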;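 note: higher means more holoenzyme dissociation and a rise in polarization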
# Tat export inh = E. coli Tat export inhibitors, primary screen, MC4100, TorA-mCherry reporter, fluorescence, single point | 340,000 tested, 0.036% active | inhibition, % at 10 µM | AID 488895, 2010;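 active = mean replicate inhibition at least 50% and at least half of replicates individually reaching 50%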;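 note: exported cargo escapes ClpAP degradation while cytoplasmic cargo is degraded and loses fluorescence; 0% = median of neutral control wells and 100% = median of NaSCN control wells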
# E coli growth = E. coli V3065 growth inhibition, primary screen, counter-screen for AddAB inhibitor project, absorbance, OD600; 330,000 tested, 0.27% active; inhibition, % at 11.9 µM; AID 449728, 2010; 18 h;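 active = inhibition above the campaign's mean inhibition across all tested compounds plus 3 SD, cut at about 9.9% in these data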;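 note: uninfected addAB+ strain grown without phage in ampicillin broth; 0% = DMSO wells and 100% = ciprofloxacin 0.95 µg/ml wells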
# phage Ecoli inh = growth loss of phage-infected E. coli, primary screen, RecBCD inhibitor project, absorbance, with phage, HTS | inhibition, % at 11.9 µM | 360,000 tested, 0.26% active | AID 651602, 2012; in the data active = inhibition above about 11%
# Mot1-301 SUMO = yeast Mot1-301 growth rescue at high temperature, primary screen, SUMOylation pathway inhibitor project, S. cerevisiae, ATP luminescence, 38.5C; 320,000 tested, 1% active; growth rescue, % at 18.8 µM; S. cerevisiae Mot1-301 growth rescue; percent above DMSO median, 100 means doubled;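 active = every valid replicate shows activation above 250% relative to neutral control wells; inactive = the rest, any valid replicate at or below 250%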;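 note: OY570 slx delta 5 strain wells were the positive control but not used for scaling; some compounds called inactive have numbers as strong as hits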
# AddAB inh = growth inhibition of E. coli expressing H. pylori AddAB, primary screen, AddAB inhibitor project, absorbance; 330,000 tested, 0.29% active; inhibition, % at 11.9 µM; AID 435030, 2010; in the data active = inhibition above about 12%;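 note: 0% = vehicle wells of infected cells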
# HTR5A inv ctr = HTR5A inverse agonists in luminescence cell assay, primary screen, counter-screen for OPRM1-OPRD1 heterodimer inverse agonist project, full-deck HTS; inhibition, % at 9.3 µM; AID 504634, 2011; HTR5A cell line, inverse agonism; 5-hydroxytryptamine receptor 5A (Homo sapiens), P47898; 340,000 tested, 0.083% active; in the data active = inhibition mostly above about 23%, no sharp cut-off; inactive = mostly below about 18%;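 note: 0% = cells with DMSO and 100% = no-cell wells with DMSO; some compounds called inactive have numbers as strong as hits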
# MOR-DOR inv ag = inverse agonists of MOR-DOR heterodimerization, primary screen, cell-based, luminescence; Mu-type opioid receptor (Homo sapiens) + Delta-type opioid receptor (Homo sapiens), …; cell-based MOR-DOR heterodimer luminescence, inverse agonism; inhibition, % at 9.3 µM; AID 504357, 2011; 340,000 tested, 0.21% active; in the data active = inhibition above about 22%, passing the limit was not always enough;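 note: 0% = cells with DMSO and 100% = wells without cells with DMSO; values of inactives mirror those of a sister screen read the other way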
# Target sequence (P35372 whole entry, looked up): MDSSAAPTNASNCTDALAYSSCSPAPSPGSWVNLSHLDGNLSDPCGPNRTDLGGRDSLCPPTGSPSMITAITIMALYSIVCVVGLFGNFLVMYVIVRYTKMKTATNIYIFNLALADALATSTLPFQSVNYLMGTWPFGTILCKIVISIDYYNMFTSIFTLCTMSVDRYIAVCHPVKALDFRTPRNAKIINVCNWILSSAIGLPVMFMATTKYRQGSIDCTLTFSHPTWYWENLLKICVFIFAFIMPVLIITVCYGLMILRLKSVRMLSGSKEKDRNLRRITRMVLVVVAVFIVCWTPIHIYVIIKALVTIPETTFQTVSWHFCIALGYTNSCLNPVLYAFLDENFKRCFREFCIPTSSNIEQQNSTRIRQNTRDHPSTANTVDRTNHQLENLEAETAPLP
# Target sequence (P41143 whole entry, looked up): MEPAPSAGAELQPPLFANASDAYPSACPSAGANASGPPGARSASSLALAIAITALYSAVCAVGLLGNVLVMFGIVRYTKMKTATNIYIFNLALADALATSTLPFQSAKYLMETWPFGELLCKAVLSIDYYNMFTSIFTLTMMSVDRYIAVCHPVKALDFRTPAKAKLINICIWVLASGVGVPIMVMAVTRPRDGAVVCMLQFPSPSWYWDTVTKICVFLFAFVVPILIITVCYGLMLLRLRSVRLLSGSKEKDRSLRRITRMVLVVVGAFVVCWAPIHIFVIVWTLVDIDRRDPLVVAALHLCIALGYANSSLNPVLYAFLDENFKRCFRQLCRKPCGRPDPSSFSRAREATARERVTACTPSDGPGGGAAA
# PfHsp90 yeast 2 = growth inhibition of PfHsp90-expressing yeast, primary screen, antimalarial PfHsp90 inhibitor project, S. cerevisiae, BacTiter-Glo luminescence, single point, set 2; 310,000 tested, 0.32% active; inhibition, % at 9.4 µM; BacTiter-Glo ATP, 48 h; yeast lacking PDR1 and PDR3 efflux regulators;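 active = every replicate shows inhibition above about 80%, whatever the replicate mean, limit read from the data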;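 note: 0% = DMSO neutral controls and 100% = 20 µM radicicol positive controls; yeast relying on Plasmodium falciparum Hsp90 in place of its own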
# PKA-R1A activ = activators of PKA-R1A holoenzyme, primary screen, biochemical, fluorescence polarization, Cy5-IP20, bovine R1A, mouse PKAc; cAMP-dependent protein kinase type I-alpha regulatory subunit (Bos taurus) + …; activation, % at 11.4 µM; PKA-R1A dissociation; scaled: DMSO 0%, 113 µM cGMP 100%; 340,000 tested, 0.083% active;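 active = percent activation above the mean of all tested compounds plus 3 SD, cut at about 19% in these data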;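 note: higher means more PKAc released from R1A so a rise in polarization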
# OPRM1-OPRD1 ag = agonists of OPRM1-OPRD1 heterodimerization, primary screen, cell-based, luminescence | cells | activation, % at 9.3 µM | 340,000 tested, 0.3% active | AID 504326, 2011; in the data active = activation above about 18%;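 note: 0% = vehicle-treated cells and 100% = reference agonist; values of inactives mirror those of a sister screen read the other way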
# Active calls of the source: *; nt = no result given; & = joins results of further samples.
SMILES,PKA-R2B activ,Tat export inh,E coli growth,phage Ecoli inh,Mot1-301 SUMO,AddAB inh,HTR5A inv ctr,MOR-DOR inv ag,PfHsp90 yeast 2,PKA-R1A activ,OPRM1-OPRD1 ag
Cc1cc(NS(=O)(=O)c2ccc(NC(=O)COc3cc(C)c(Cl)c(C)c3)cc2)no1,-7.7,-1.8,1.1,1.6,9.1,3.0,7.7,5.7,-50.7,-0.2,-1.4
CCNC(=S)N/N=C/c1cc(Br)cc(Br)c1OC,12.7,-0.8,1.1,3.4,1.6,1.4,-20.7,-31.9,nt,5.0,5.8
O=C(c1ccccc1)N1N=C(c2ccc(F)cc2)CC1(O)C(F)(F)F (stereo not given),6.3,-0.3,-1.4,1.2,-6.9,-0.5,-8.0,-16.7,3.5,-5.7,3.2
CCN(CC)S(=O)(=O)c1ccc(N2CCCC2)c(NC(=O)c2nn(C)c(=O)c3ccccc23)c1,-2.9,3.9,-1.2,1.5,18.1,-0.1,-1.5,-1.4,20.6,-15.3,0.4
CC(C)N(Cc1nc(-c2ccccc2)no1)C(=O)C1CCCCC1,1.2,2.3,-1.9,1.8,6.5,-1.8,-21.9,-3.5,-12.0,-4.0,0.6
CCOCCCNC(=O)CN1C(=O)CSc2ccccc21,-7.8,-3.4,-1.7,1.9,2.5,-0.9,-11.6,2.9,15.9,-1.8,-0.6
O=C(O)c1cccc(COc2ccc3c(c2)CCC3)c1,-1.2,0.7,0.3,0.8,2.8,-0.7,5.6,7.6,-3.8,-1.3,-1.4
Cc1cccc(N2CCN(Cc3cn(C)nc3-c3ccccc3F)CC2)n1,9.2,12.8,0.5,2.5,-7.6,-0.2,4.4,6.8,-13.6,-7.2,-1.0
O=C(C(=S)N1CCOCC1)c1c[nH]c2ccccc12,-8.1,-3.6,-0.1,0.8,-7.4,-1.1,-21.8,-0.5,nt,-9.6,0.1
CCCOP(=O)(c1ccc(N(C)C)cc1)C(O)c1ccccc1OC (stereo not given),-6.7,-1.3,-0.6,1.2,3.5,2.8,-10.2,13.8,-4.2,-11.0,-2.7
Cn1c(=O)c2c(nc(N3CCN(c4ccccn4)CC3)n2Cc2ccccc2Cl)n(C)c1=O,-11.8,-2.0,0.9,1.3,-7.8,1.1,-3.9,7.6,-25.1,-7.8,-1.4
CCc1nc(N)nc(N)c1-c1ccc(Cl)c(N=[N+]=[N-])c1,1.2&-9.1,-9.0&-5.0,nt,-1.8&2.1,nt,nt,-6.7&-2.6,18.6&-8.3,-22.6&-11.8,14.0&-7.8,-4.2&1.9
Cc1cc(NC(=O)COc2ncnc3sc(C)c(C)c23)no1,-0.9,5.5,-1.6,4.8,nt,2.7,-18.9,13.0,-27.3,-17.1,-2.3
CCOc1cccc(-c2c(C(=O)N/N=C/c3cccnc3)nnn2-c2nonc2N)c1,-5.6,5.3,0.8,2.0,-18.7,1.2,-10.8,14.6,-16.3,-0.8,-2.8
Cc1cc(=O)n2nc(-c3ccccc3)sc2c1C#N,0.4,-7.3,1.9,3.4,1.0,-1.1,8.3,17.9,-2.7,-2.2,-3.3
CN(C)S(=O)(=O)c1ccc(/C(O)=C2/C(=O)C(=O)N(Cc3cccnc3)C2c2ccco2)cc1 (stereo not given),4.6,6.5,0.3,-0.6,3.7,1.1,-2.3,10.7,-20.1,-10.0,-1.9
C=CCn1c(SCc2cc(C(C)=O)ccc2OCC)nc2ccccc2c1=O,18.5*,0.5,-1.3,-1.2,-4.9,-1.5,2.9,15.6,7.7,5.7,-2.9
Cc1ccc(NC(=O)NNC(=O)CN2C(=O)COc3ccccc32)cc1,6.8,5.3,-0.7,1.0,7.1,-1.5,14.6,2.9,-26.1,-4.0,-0.5
CC(C(=O)N1CCCCC1)n1sc2ccccc2c1=O (stereo not given),-0.3,1.8,2.0,2.9,-9.5,1.5,-19.0,0.7,2.5,6.0,-0.1
COc1ccc(S(=O)(=O)NCCC(=O)OCc2cc(=O)oc3cc(C)ccc23)cc1[N+](=O)[O-],-6.9,-4.2,nt,4.3,nt,nt,-11.0,0.0,nt,-3.2,0.0
CC1CC(NC(=O)c2ncn[nH]2)CC(C)(C)C1 (stereo not given),-1.6,-13.4,-1.4,2.6,-15.4,1.8,1.7,-2.8,5.5,-2.8,0.5
O=C(NC1CCSc2ccccc21)c1cccc(Br)c1 (stereo not given),0.2,-5.8,3.5,3.8,27.6,5.4,-9.0,-40.0,17.8,3.2,7.7
C=C(C)C(O)Cc1c(OC)ccc(C(=O)/C=C/c2ccc(O)cc2)c1O (stereo not given),-7.5,11.5,1.3,0.3,nt,2.6,21.5,-7.5,13.8,-2.9,1.4
COC(=O)N1C(=O)[C@](c2ccccc2)(C(C)C)N1C(=O)OC,-5.8,-12.1,-1.0,1.5,-26.0,2.4,-6.8,8.6,-13.6,-6.8,-1.6
Cc1ccc(S(=O)(=O)Oc2ccccc2/C=N/N=C(N)N)cc1,-4.7,1.4,0.8,5.3,-7.5,2.8,-2.0,-1.8,-24.3,-15.0,0.2

# An excerpt from above in order of length of the SMILES, lowest first.
SMILES,PKA-R2B activ,Tat export inh,E coli growth,phage Ecoli inh,Mot1-301 SUMO,AddAB inh,HTR5A inv ctr,MOR-DOR inv ag,PfHsp90 yeast 2,PKA-R1A activ,OPRM1-OPRD1 ag
CCc1nc(N)nc(N)c1-c1ccc(Cl)c(N=[N+]=[N-])c1,1.2&-9.1,-9.0&-5.0,nt,-1.8&2.1,nt,nt,-6.7&-2.6,18.6&-8.3,-22.6&-11.8,14.0&-7.8,-4.2&1.9
O=C(c1ccccc1)N1N=C(c2ccc(F)cc2)CC1(O)C(F)(F)F (stereo not given),6.3,-0.3,-1.4,1.2,-6.9,-0.5,-8.0,-16.7,3.5,-5.7,3.2
Cn1c(=O)c2c(nc(N3CCN(c4ccccn4)CC3)n2Cc2ccccc2Cl)n(C)c1=O,-11.8,-2.0,0.9,1.3,-7.8,1.1,-3.9,7.6,-25.1,-7.8,-1.4

# Going on with the list:
SMILES,PKA-R2B activ,Tat export inh,E coli growth,phage Ecoli inh,Mot1-301 SUMO,AddAB inh,HTR5A inv ctr,MOR-DOR inv ag,PfHsp90 yeast 2,PKA-R1A activ,OPRM1-OPRD1 ag
CCOC(=O)C(NCCc1ccccc1)(NC(C)=O)C(F)(F)F (stereo not given),-4.6,-3.4,-0.3,2.5,-17.2,2.4,5.0,22.9,7.9,-11.4,-4.5
O=C(NCCc1ccc(F)cc1)Nc1ccc([N+](=O)[O-])cc1,1.9,0.4,nt,7.3,4.0,nt,8.9,-1.0,11.3,-5.8,0.2
O=C(NCc1ccco1)/C(=C\c1cccc([N+](=O)[O-])c1)NC(=O)c1ccco1,-4.6,1.4,-1.0,2.2,-6.0,3.7,4.4,3.9,3.0,-2.0,-0.7
CCCOc1ccc(N2C(=O)CC(N3CCN(c4nc5ccccc5s4)CC3)C2=O)cc1 (stereo not given),0.1,-3.9,1.8,1.6,26.7,1.7,-14.5,-15.5,-29.2,1.1,3.7
C=CC(n1cncn1)C(O)(c1ccccc1)c1ccccc1 (stereo not given),-3.1,1.7,2.8,1.8,-53.2,3.1,-25.2,16.4,104.8*,-3.8,-2.8
CC(C)(C)c1ccc(OCC(O)CN2CCN(C(=O)c3ccccc3)CC2)cc1 (stereo not given),-9.9,-2.2,0.6,-1.0,-1.4,0.3,12.4,9.5,-15.0,-0.6,-1.7
O=C(O)CCCC(=O)OCCCCc1cccs1,9.8,-1.4,-0.3,2.4,8.6,-0.2,21.1,10.2,nt,-3.1,-2.0
CS(=O)(=O)N(Cc1ccco1)Cc1ccccc1Cl,0.3,-8.9,0.5,1.1,-15.2,1.0,15.5,9.9,nt,-3.2,-2.0
Cc1ccc(SCCOCCN2CCOCC2)cc1,-10.0,2.4,-2.5,3.3,121.4,-3.1,5.0,-7.2,-19.7,-6.8,1.4
CCOC(=O)N1CCN(C(=O)CSc2nnc(CNC(=O)c3c(F)cccc3Cl)o2)CC1,-5.0,-1.8,0.8,1.9,109.5,-0.5,1.2,8.6,-1.9,-6.8,-1.5
Cn1c(CCNC(=O)c2ccco2)nc2cc([N+](=O)[O-])ccc21,1.6,-6.1,1.8,3.0,-5.6,-0.1,9.5,3.6,19.0,1.7,-0.9
Cc1ccc(NC(=S)NCc2ccccc2)cc1S(=O)(=O)N1CCCCC1,9.1,4.0,0.2,3.6,nt,0.8,16.7,-18.9,22.2,-3.3,3.6
Cc1noc(C)c1COC(=O)CCCNC(=O)c1ccc(Cl)cc1,-7.6,-6.4,0.1,4.4,nt,1.4,12.9,3.7,6.1,2.4,-0.7
COC(=O)CSc1nnc(-c2ccncc2)n1N,-6.3,-1.1,-0.9,0.5,-4.1,-0.3,-0.1,4.7,nt,-2.9,-1.0
CCCCCNC(=O)c1c[nH]c2ccc(S(=O)(=O)N3CCC4(CC3)OCCO4)cc2c1=O,2.2,-0.3,0.1,3.6,-12.2,3.9,-7.0,-6.0,0.2,1.4,1.0
CC(C)(C)n1nc2c(c1NC(=O)c1ccc(S(=O)(=O)N3CCCCC3)cc1)CS(=O)C2 (stereo not given),0.6,0.2,1.9,2.1,12.6,1.0,16.0,2.1,-12.0,6.5,-0.4
CCOc1ccc(C2C(C#N)=C(N)Oc3nc[nH]c(=O)c32)cc1 (stereo not given),-16.5,5.9,-1.4,-0.8,-5.6,0.2,15.6,14.3,nt,1.3,-3.0
Cc1ccc(S(=O)(=O)N2CCN(C(=O)COC(=O)CCOc3cc(C)ccc3C)CC2)c(C)c1,3.1,13.4,nt,2.7,nt,nt,-8.3,-5.2,-3.4,2.3,1.4
CC(C)COc1ccc(C(=O)NC(=S)Nc2ccc(CN3CCOCC3)cc2)cc1,-3.9,-1.9,-1.7,2.1,21.4,0.5,4.9,12.7,-17.1,-2.1,-2.5
O=c1cc(CO)oc(C(Nc2ccccn2)c2ccccc2Cl)c1O (stereo not given),-10.6,29.4,0.1,3.5,173.8,3.2,-34.0,-4.7,-2.3,-3.4,0.9
CC1CN(C(=O)CN2C(=O)NC3(CCCCCC3)C2=O)CC(C)O1 (stereo not given),-1.3,2.3,-1.1,0.6,-7.8,-1.1,4.8,17.2,29.9,2.6,-3.4
O=C(O)CNC(=S)N(Cc1ccccc1)Cc1cccs1,-7.3,-7.1,1.7,2.6,255.1,0.0,-0.6,2.5,-6.4,3.5,-0.5
COc1ccc(C2NCCc3c2[nH]c2ccccc32)cc1CSc1nc2ccccc2s1 (stereo not given),2.0,-7.8,-1.0,-2.8,35.1,0.3,-32.3,-37.2,4.5,-7.5,7.2
